Source: PubChem (several laboratories)
KCNK9 inh – KCNK9 potassium channel inhibitors, primary screen, HEK293 cells, thallium flux; Potassium channel subfamily K member 9 (Homo sapiens), Q9NPC2; FluxOR thallium flux fluorescence; stronger effect = lower value; B-score at 10 µM; actives 1.2% (n = 310,000); AID 488922, 2010;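 active = ratio B-score over 3 SD below the library mean, with starting fluorescence within 5 SD of its mean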;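 note: negative B-score means less thallium flux so channel inhibition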
Target sequence (Q9NPC2 whole entry, looked up): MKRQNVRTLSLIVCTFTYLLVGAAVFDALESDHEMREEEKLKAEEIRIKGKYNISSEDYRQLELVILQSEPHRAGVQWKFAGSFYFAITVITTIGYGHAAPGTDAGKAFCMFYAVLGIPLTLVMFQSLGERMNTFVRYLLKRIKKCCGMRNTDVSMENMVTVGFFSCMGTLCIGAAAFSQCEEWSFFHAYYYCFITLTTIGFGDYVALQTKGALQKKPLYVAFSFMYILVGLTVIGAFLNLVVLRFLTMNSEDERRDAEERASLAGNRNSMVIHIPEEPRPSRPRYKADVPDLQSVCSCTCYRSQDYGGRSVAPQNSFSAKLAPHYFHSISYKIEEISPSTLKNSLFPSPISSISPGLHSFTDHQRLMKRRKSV
GSK3A inh – blockers of GSK3A enzyme activity – biochemical, luminescence, cell-free homogeneous, HTS, primary screen; GSK-3 alpha kinase, ADP-Glo luminescence, 60 min; inhibition, % at 10 µM; actives 0.1% (n = 320,000);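 in the data active = inhibition above about 50%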;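 note: GST-tagged GSK-3 alpha with peptide substrate and 25 µM ATP; 0% = DMSO neutral wells and 100% = GW8510 positive control wells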
Target sequence (P49840 whole entry, looked up): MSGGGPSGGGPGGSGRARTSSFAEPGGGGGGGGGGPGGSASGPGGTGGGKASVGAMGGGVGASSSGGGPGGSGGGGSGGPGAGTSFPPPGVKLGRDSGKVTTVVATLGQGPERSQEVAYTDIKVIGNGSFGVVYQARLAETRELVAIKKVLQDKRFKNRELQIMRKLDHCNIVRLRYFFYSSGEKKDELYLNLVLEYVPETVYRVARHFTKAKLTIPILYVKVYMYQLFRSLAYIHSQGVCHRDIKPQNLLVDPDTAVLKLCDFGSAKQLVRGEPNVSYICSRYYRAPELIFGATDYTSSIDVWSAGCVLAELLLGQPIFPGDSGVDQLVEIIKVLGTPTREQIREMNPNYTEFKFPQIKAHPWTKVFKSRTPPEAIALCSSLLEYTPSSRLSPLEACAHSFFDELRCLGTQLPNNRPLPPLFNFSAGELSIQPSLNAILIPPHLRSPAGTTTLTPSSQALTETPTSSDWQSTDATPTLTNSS
GSK3beta inhib – human GSK3beta kinase inhibitors, primary screen, biochemical, cell-free homogeneous, HTS | actives 0.038% (n = 300,000) | GST-GSK3beta kinase, ADP-Glo luminescence, 60 min; stronger effect = lower value | activity score (negative = inhibition), % at 10 µM | Glycogen synthase kinase-3 beta (Homo sapiens), P49841;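 active = more than half of replicate wells score below -50%, meaning over 50% inhibition versus plate controls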;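 note: 0% = median DMSO wells and -100% = median GW8510 positive control wells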
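Test system: GST-fused GSK3beta enzyme, cell-free | Quantity: 1.6 ng GST-GSK3beta enzyme per well | Reagent: 25 µM ATP with peptide substrate | Schedule: 60 min enzyme reaction, room temperature | Signal: Luminescent ADP-Glo measurement of ADP formed | Read-out basis: Score relative to plate controls | Control set: DMSO and 20 µM GW8510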
PolyA inh – polyadenylation inhibitors in yeast reporter cells, primary screen, luminescence, S. cerevisiae; AID 1875, 2009; calls only at 12 µM; S. cerevisiae SKY197-pL101 polyadenylation reporter, beta-gal luminescence; efflux-impaired pdr1/pdr3 knockout yeast; score 100 = 6 SD above DMSO; actives 0.02% (n = 300,000);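 active = lowest replicate activity score at least 50, where 100 means six control SD above control mean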;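 note: yeast exposed to compound for 9 h at 30 °C; higher score means more reporter readthrough which indicates perturbed polyadenylation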
KCNQ1 pot – potentiators or activators of KCNQ1 channel, primary screen, cell-based, thallium flux, high-throughput; Potassium voltage-gated channel subfamily KQT member 1 (Homo sapiens), P51787; actives 0.35% (n = 310,000); B-score at 10 µM; CHO-K1 KCNQ1, thallium flux FluxOR fluorescence; stronger effect = higher value;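 active = fluorescence ratio B-score, a plate-corrected score, at least three library SD, with initial intensity B-score within 5 SD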
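Doses: Single concentration per compound, DMSO matched to controls | Test system: KCNQ1-transfected CHO-K1 cells | Timing: 90 min dye loading and 20 min compound exposure, both at room temperature | Measured by: Kinetic FluxOR thallium fluorescence, 10-s 1-Hz baseline, 110-s post-stimulus read | Medium: Assay buffer with matched DMSO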
hERG rescue – hERG rescue from dofetilide block, primary screen, cell-based, CHO-hERG, FluxOR thallium flux, dofetilide IC70. Voltage-gated inwardly rectifying potassium channel KCNH2 (Homo sapiens), Q12809. dofetilide IC70 present. activation (rescue from dofetilide block), less the hit threshold, % at 10 µM. actives 0.51% (n = 310,000);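 active = activation above the mean of controls blocked by dofetilide plus 5 SD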;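 note: thallium influx through hERG after potassium depolarization seen as dye fluorescence rise; in these data hits start at about 4.7%; inactives centre near -7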
Dyrk1A ADPGlo – rat Dyrk1A kinase inhibitors, primary screen, biochemical, single point, plate reader. ADP-Glo luminescence, NFATc1 peptide. actives 0.43% (n = 310,000). AID 504441, 2011. inhibition, % at 12.5 µM; in the data active = inhibition above about 50%;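 note: plate controls were vehicle with enzyme for no effect and no enzyme for full effect; many of its hits are not listed in these tables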
RGS4 block – RGS4 inhibitors, primary screen, cell-based, HEK293 M3R inducible RGS4, calcium flux; Regulator of G-protein signaling 4 (Homo sapiens), P49798; Fluo-4 calcium flux; stronger effect = higher value; triggered by carbachol at its EC20; B-score at 10 µM; actives 0.45% (n = 310,000);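 active = B-score, a plate-corrected calcium signal, over three deviations above library mean, with baseline fluorescence within five deviations of library mean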;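 note: RGS4 expression induced by doxycycline in cells with stable M3 receptor; B-score is computed from the integrated fluorescence ratio over baseline after carbachol; higher B-score means a larger calcium signal and so more RGS4 inhibition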
RGS4 act – RGS4 potentiators or activators, primary screen, cell-based, HEK293 M3R inducible RGS4, calcium flux | carbachol calcium flux Fluo4; stronger effect = lower value | B-score at 10 µM | actives 0.92% (n = 310,000) | AID 463111, 2010;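 active = B-score of the integrated calcium signal more than 4 SD below the library mean, with starting fluorescence not abnormally high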;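 note: negative B-score means reduced calcium response which marks RGS4 activation or potentiation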
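Reagent: ECmax carbachol challenge; Test system: M3R-expressing HEK293 line, RGS4 induced by doxycycline; Schedule: overnight RGS4 induction, 30 min dye load 37 °C, 20 min compound RT; Detection: calcium dye Fluo4 fluorescence; Read-out: Agonist-evoked peak-minus-minimum fluorescence over baseline, integrated ratio, B score.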
KCNK3 block – human KCNK3 channel inhibitors, primary screen, CHO cells, FluxOR thallium flux, B-score; B-score at 10 µM; AID 602410, 2012; FluxOR fluorescence; stronger effect = lower value; actives 0.84% (n = 340,000); Potassium channel subfamily K member 3 (Homo sapiens), O14649;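 active = B-score under library mean minus 4 SD, starting fluorescence ratio at most library mean plus 5 SD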;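 note: more negative B-score means stronger inhibition of thallium flux through KCNK3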
KCNQ1 block – inhibitors of human KCNQ1 channel, primary screen, cell-based, thallium flux, high-throughput. CHO-K1 KCNQ1, FluxOR thallium flux fluorescence; stronger effect = higher value. B-score at 10 µM. actives 1.3% (n = 310,000);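 active = compounds whose thallium flux B-score, printed positive for inhibition, exceeds three library SD while starting fluorescence stays within three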;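 note: channel opened by potassium depolarization with thallium stimulus after 20 min compound exposure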
Starred values were filed as active, the others as inactive; i = inactive; / = no result given; & = joins results of further samples. These rows are one share of the data; rates above refer to the full screens.

SMILES	PolyA inh	KCNK3 block	RGS4 act	KCNQ1 block	KCNK9 inh	KCNQ1 pot	GSK3beta inhib	Dyrk1A ADPGlo	RGS4 block	hERG rescue	GSK3A inh
N#CC1=C(N)Oc2n[nH]c(-c3ccccc3)c2C12C(=O)Nc1ccccc12 (configuration not stated)	i	i	i	i	i	i	2	-2	i	-8	0
Cc1nn(-c2ccccc2)c(Cl)c1/C=N/N1CCN(c2ccccn2)CC1	i	i	i	i	i	i	1	-4	i	-15	-6
Cc1cc(=O)[nH]c(SCC(=O)NCC2CCCO2)n1 (configuration not stated)	i	i	i	i	i	i	2	-7	i	-10	-2
COc1ccccc1/C=C/C=N/n1c(-c2ccccn2)n[nH]c1=S	i	i	i	i	i	i	2	/	i	-7	-5
O=C1/C(=C/c2cccnc2)SC(=S)N1NS(=O)(=O)c1ccccc1	i	i	i	i	i	i	1	-1	i	-5	-6
C1CC(CN2CCOCC2)CN(c2nc3nonc3nc2N2CCSCC2)C1 (configuration not stated)	i	i	i	i	i	i	-5	-2	i	-12	-1
S=c1[nH]nc(Cc2ccccc2)n1-c1ccc(Cl)cc1	i	i	i	i	i	i	-2	2	i	-7	/
Cc1cc(C)c(NC(=O)COc2nc3ccccc3nc2C)c(C)c1	i	i	i	i	i	i	3	-4	i	-3	-2
CCOc1ccc(OCC(=O)Nc2ccccc2N2CCCC2)cc1	i	i	i	i	i	i	-6	-2	i	-19	-1
COCCN(CCOC)C(=O)C1CCN(c2ccc(S(=O)(=O)N3CCOCC3)cc2[N+](=O)[O-])CC1	i	i	i	i	i	i	-1	5	i	-9	0
Cc1cccc(C(C)C)c1NC(=O)c1ccc(COc2ccc3c(C)cc(=O)oc3c2)cc1	i	i	i	i	i	i	-8	3	i	-5	0
N=c1oc2ccc(Br)cc2cc1C(=O)NC1CCCCCC1	i	i	i	i	i	i	2	-3	i	-5	2
O=C(Cn1cnc([N+](=O)[O-])c1)NCc1ccc(F)cc1	i	i	i	i	i	i	2	8	i	-2	-7
Cc1cc(NC(=O)CN2CCc3ccccc3C2)nc2c1c(=O)oc1ccccc12	i	i	i	i	i	i	-2	5	i	-9	3
S=C(Nc1ccccc1Cl)N(CCN1CCCCC1)Cc1ccco1	i	i	i	i	i	i	2	-2	i	-6	-4
CCOC(=O)Cn1c(=O)c2c(nc(Br)n2Cc2ccc(Cl)cc2)n(C)c1=O	i	/	i	i	i	i	2	/	i	-2	-37
CCN(CC(=O)NCc1ccco1)S(=O)(=O)c1ccc(F)cc1	i	i	i	i	i	i	2	3	i	-2	-2
Cc1nn(Cc2ccc(Cl)c(Cl)c2)c(C)c1NC(=O)c1noc2c1CCCCC2	i	i	i	i	i	i	-31	5	i	-8	-4
CC(C)[C@H](NC(=O)c1cccc(CN(Cc2ccccc2)C(=O)/C=C/c2ccccc2)c1)C(=O)O	i	i	i	i	i	i	5	9	i	-10	-4
O=c1cc(O)nc(SCc2ccccc2)n1-c1ccccc1	i	i	i	i	i	i	2&2	-17&-6	i	-11&-8	-1&0
CC(C)N(CCNS(=O)(=O)c1ccc(Cl)cc1)C(C)C	i	i	i	i	i	i	2	-6	i	-4	0
Cc1cccc(Nc2nc(N)nc(CN3CCN(c4ccc(F)cc4)CC3)n2)c1	i	i	i	i	i	i	6	3	i	-15	-2
O=C(NCc1ccccc1)C(=O)Nc1nccs1	/	i	i	i	i	i	1	-4	i	-6	0
CCN(CC(=O)NCc1cccs1)C(=O)c1cccc(S(=O)(=O)Nc2ccc(OC)cc2)c1	i	i	i	i	i	i	0	6	i	-13	-1
CCOc1ccc(CCNC(=O)COC(=O)CCc2cc(OC)c(OC)c(OC)c2)cc1OCC	i	i	i	i	i	i	3	-3	i	-14	-3
COc1ccccc1NC(=O)c1ccc2nc(C)sc2c1	i	i	i	i	i	i	1	13	i	-4	4
COc1ccc(OCCSc2nnc(C)n2-c2ccccc2)cc1	i	i	i	i	i	i	1	7	i	-6	-1
CN1CCN(c2ccc(NC(=O)CSc3nnnn3-c3ccccc3Cl)cc2)CC1	i	i	i	i	i	i	1	-2	i	-8	4
CC1(C)C=Cc2c(ccc(-c3coc4cc(O)ccc4c3=O)c2O)O1	i	/	i	i	i	i	0	/	i	-3	-7
COc1cc(C2C3=C(CC(c4ccco4)CC3=O)Nc3ccccc3N2C(C)=O)cc(OC)c1OC (configuration not stated)	i	i	i	i	i	i	0	4	i	-10	-1
CN1C(=O)C2(c3ccccc31)N(C)CC(c1ccccc1)C21SC(=S)N(Cc2ccco2)C1=O (configuration not stated)	i	i	i	i	i	i	1	5	i	-7	0
O=C(COC(=O)c1cc(-c2cccs2)nn1-c1ccccc1)Nc1cc([N+](=O)[O-])ccc1Cl	i	i	i	i	i	i	-1	0	i	-2	2
Cc1cc(C)c2c(-n3cccc3)c(C(=O)NNS(=O)(=O)c3ccc(Cl)cc3)sc2n1	i	i	i	i	i	i	6	-2	i	-24	0
Cc1cccc(C(=O)NN(C)c2nc(-c3ccccc3)nnc2C(F)(F)F)c1	i	i	i	i	i	i	-2	-8	i	-10	0
COc1cc2nc(NC(=O)c3ccccc3)[nH]c(=O)c2cc1OC	i	i	i	i	i	i	-2	6	i	-8	0
COc1ccc(NC(=O)CSc2nc3c(c(=O)n(C)c(=O)n3C)n2C)c(OC)c1	i	i	i	i	i	i	2	-3	i	-5	4
O=C1[C@@H]2CSCN2C(=O)CN1Cc1ccc(F)cc1	i	i	i	i	i	i	2	9	i	-12	-2
Cc1nnsc1C(=O)Nc1ccc(S(=O)(=O)N2CCC(C)CC2)cc1	i	i	i	i	i	i	2	-4	i	-6	1
COC(=O)N1C(=O)[C@@](c2ccccc2)(C(C)C)N1C(=O)OC	i	i	i	i	i	i	4	-22	i	-7	-2
Cc1cc2nc(-c3ccc[nH]c3=O)n(Cc3ccccc3F)c2cc1C	i	i	i	i	i	i	-2	-6	i	-7	1
Cc1ccc(S(=O)(=O)N2CCN(C(=O)COC(=O)c3ccc(C(C)(C)C)cc3)CC2)c(C)c1	i	i	i	i	i	i	2	-2	i	-11	0
COc1ccc(NC(=O)COC(=O)/C=C/c2ccc(OC)c(S(=O)(=O)N3CCOCC3)c2)cc1	i	i	i	i	i	i	0	/	i	-10	1
C=CCN(C(=O)c1csnn1)C(C(=O)NCc1ccc(F)cc1)c1ccc(F)cc1 (configuration not stated)	i	i	i	i	i	i	-1	-4	i	-3	2
O=C(CCNC(=O)c1ccco1)Nc1ccc(F)c(Cl)c1	i	i	i	i	i	i	-4	1	i	-3	-3
CCCc1cc(=O)oc2cc(C)cc(OCC(=O)NCCCN3CCCC3=O)c12	i	i	i	i	i	i	-3	4	i	-6	-1
Cc1cc(C)n(-c2nc3ccccc3c(=O)n2OCc2ccc(Cl)cc2)n1	i	i	i	i	i	i	2	6	i	-8	/
CCn1nnnc1SCC(=O)Nc1cc(C)on1	i	i	i	i	i	i	-2	-2	i	-3	-2
CCn1ncc([C@@H]2C[C@H]3CN(Cc4ccccc4C)C(=O)[C@]34CCCN24)c1C	i	i	i	i	i	i	-4	-4	i	-6	-4
CCc1ccc(Oc2ncnc(N)c2[N+](=O)[O-])cc1	i	i	i	i	i	i	-3	4	i	-8	3
Clc1ccc2c(NCc3ccccn3)ccnc2c1	i	i	i	i	i	i	-5	8	i	-6	2
c1ccc(CCCc2nc(-c3ccccn3)no2)cc1	i	i	i	i	i	i	4	-4	i	-10	-1
CC1Cc2cc(S(=O)(=O)N3CCN(c4ccccc4)CC3)ccc2N1C(=O)C1CC1 (configuration not stated)	i	i	i	i	i	i	-27	/	i	-6	-1
CCOc1ccc(NC(C(=O)Nc2cccc(C(C)=O)c2)c2ccccc2)cc1 (configuration not stated)	i	i	i	i	i	i	2	-5	i	-6	/
COc1cc(C(=O)NCCC(C)C)c([N+](=O)[O-])cc1OC	i	i	i	i	i	i	-1	0	i	-3	7
Cc1ccc(S(=O)(=O)Cc2ccc(C(=O)N3CCN(c4cc(C)ccc4C)CC3)o2)cc1	i	i	i	i	i	i	-2	-3	i	-17	-2
Cc1cccc(N2CCN(C(=O)C3CCN(c4ncnc5c4nc4n5CCCCC4)CC3)CC2C)c1 (configuration not stated)	i	i	i	i	i	i	-1	-2	i	-20	-1
